Source: PubChem (National Center for Advancing Translational Sciences (NCATS))
HepG2 viability: counter-screen for TGF-b inhibitors: cytotoxicity in HepG2 cells; HepG2 CAGA-GFP viability, ATP luminescence, 18 h; Potency, µM (series often up to 46.1 µM), without a hit: at the highest dose activity change, negative = cytotoxicity, usual class: cytotoxic; 410,000 compounds, 0.76% hits; further: potency means the concentration at half of the fitted maximal effect; some results filed as inactive show a strong effect at the top dose
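CellTiter-Glo luminescence gave cytotoxicity after 18 hours at 37 degrees C. The cells were HepG2 CAGA-GFP in 1% FBS DMEM, stimulated with 500 pg/mL TGF-beta after compound addition. %Activity was normalised to no-cell wells (complete cell-killing) and DMSO (no toxicity), and curves were fitted and classified.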
A549 viability: kills or reduces viability of A549 cells in Nrf2 counter-screen. 390,000 compounds, 0.16% hits. Potency, µM (series often up to 46 µM), for the others: at the highest dose activity change, negative = cytotoxicity, actives largely listed as inhibitors. A549 ARE-Fluc cells, CellTiter-Fluor viability, 18-24 h; further: potency means the concentration at half of the fitted maximal effect; on the % scale 0 is the no-effect control and ±100 the full control effect
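Cytotoxicity counterscreen: CellTiter-Fluor fluorescence was measured in A549 ARE_Fluc cells after 18-24 h of compound exposure in a concentration series. The subsequent BugLite luminescent read reports ARE-luciferase activity.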
ATXN viability: viability counter-screen for ATXN expression inhibitors | S2 cells (HEK-293 line with an ATXN2-luciferase reporter) viability, CellTiter-Fluor protease fluorescence, 24 h | Potency, µM (top dose mostly 56.7 µM), actives largely listed as cytotoxic | 400,000 compounds, 0.49% hits; further: potency means the concentration at half of the fitted maximal effect; nearly all actives have a fitted effect of over 40% in size
TGFb inhibitor: TGF-b pathway inhibition. AID 588855. 410,000 compounds, 1.2% hits. HepG2 CAGA-GFP TGF-b/SMAD3 reporter, GFP fluorescence, 18 h; TGF-beta stimulated, 500 pg/mL final. Potency, µM (top dose mostly 46.1 µM), inactives show top-dose activity, negative = inhibition, usual class: inhibitors; further: potency means the concentration at half of the fitted maximal effect; on the % scale 0 is the no-effect control and ±100 the full control effect; nearly all actives have a fitted effect of over 65% in size
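Cell-based qHTS in HEPG2 carrying a CAGA-GFP Smad reporter; compounds added before 500 pg/mL final TGF-beta, 18 h incubation at 37 degrees C, GFP fluorescence quantified per cell by imaging cytometry.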
ATXN2 expr inh: inhibitors of ATXN2 expression | HEK-293 ATXN2-luciferase reporter, luminescence, 24 h | Potency, µM (doses to about 57 µM), inactives show at the highest dose activity change, negative = inhibition, actives largely listed as inhibitors | 360,000 compounds, 0.72% hits; further: potency means the concentration at half of the fitted maximal effect; on the % scale 0 is the no-effect control and ±100 the full control effect; nearly all actives have a fitted effect of over 55% in size
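ATXN2-luciferase reporter cells (luciferase flanked by upstream and downstream ATXN2 gene portions) were treated 24 h at 37 °C with compounds at up to 57 uM. SteadyGlo luminescence gave expression; GF-AFC fluorescence gave viability.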
Nrf2 activator: Nrf2 pathway activation; 410,000 compounds, 0.31% hits; AREc32 ARE-luciferase reporter (MCF7-derived line), luminescence, 24 h; Potency, µM (titrated, usually from 46.1 µM), for the others: top-dose activation, hits mostly activators; further: potency means the concentration at half of the fitted maximal effect; % of control where 0% means no effect; nearly all actives have a fitted effect of over 65% in size
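AREc32 cells carrying an ARE-driven firefly luciferase, 1000 cells/well in OPTI-MEM with 5% FBS, dosed after overnight attachment and incubated 24 hr at 37 deg C. Steady-Glo luminescence read after 30 min at RT.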
IL-1B inflam inh: inhibitors of inflammasome signaling (IL-1 beta secretion). 360,000 compounds, 4.7% hits. activity change, % at 57.5 µM. THP-1 LPS/ATP IL-1B secretion, AlphaLISA, 16 h; active compounds read low; in the data active means activity change below about -50%; inconclusive means mostly about -30% to -49%; further: on the % scale 0 is the no-effect control and ±100 the full control effect
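Secreted IL-1B measured by AlphaLISA bead assay after 16 h compound exposure of THP-1 cells; compounds (final up to 57.5 uM) added 1 h before LPS (250 ng/mL) and ATP (1.25 mM) stimulation; lower signal means less secretion.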
Nrf2 block: blocks Nrf2 signaling. 360,000 compounds, 2.1% hits. AID 504444. A549 ARE-Fluc reporter, luciferase luminescence, 18-24 h. Potency, µM (top dose mostly 46 µM), for the others: top-dose activity change, negative = inhibition, usual class: inhibitors; further: potency means the concentration at half of the fitted maximal effect; on the % scale 0 is the no-effect control and ±100 the full control effect; nearly all actives have a fitted effect of over 60% in size
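Two sequential reads on A549 ARE_Fluc cells exposed to compound for 18-24 h: a CellTiter-Fluor fluorescence read for viability, then a luciferase luminescence read for Nrf2/ARE activity.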
MCF10A rereplic: DNA re-replication induction in MCF 10a cells; Potency, µM (top dose mostly 46.1 µM), for inactives: at the top dose activity, positive = re-replication, most hits filed as activators; MCF 10A DNA re-replication, Hoechst nuclear intensity, 48 h; 350,000 compounds, 2.9% hits; further: potency means the concentration at half of the fitted maximal effect; % of control where 0% means no effect; nearly all actives have a fitted effect of over 50% in size
* hit, by the source's call; i = inactive; ? = inconclusive; . = no result given; [ ] = remark or other dose. Unless noted, the call rests on the fitted dose curve; in most records, active means well fitted curve in the direction sought with a large enough effect; inconclusive means small, poorly fitted or top-dose-only effect, or another doubt; inactive means no such curve, though single readings can be large; an effect the other way counts as inactive or inconclusive.

Compound | ATXN2 expr inh | A549 viability | TGFb inhibitor | IL-1B inflam inh | MCF10A rereplic | Nrf2 block | Nrf2 activator | ATXN viability | HepG2 viability
CCOc1ccc2nc(NC(=O)C3CCN(S(=O)(=O)c4cnc[nH]4)CC3)sc2c1 | -20% | -1% | 0% | -7 | -12% | 3% | -0.6% | i | -27%
O=C(Nc1ccccn1)c1cc2cc([N+](=O)[O-])ccc2s1 | . | -4% | -31% | -6 | -2% | 25% | -0.3% | i | 0%
O=C(NCc1ccccc1)C1=C[C@H](c2coc3ccccc3c2=O)C[C@H](OCCCCO)O1 | -4% | 18% | -20% | -8 | 6% | -8% | 2.8% | i | 5%
CCN(CC)S(=O)(=O)c1ccc(C)c(NC(=O)COC(=O)C=C(C)C)c1 | . | -16% | -3% | -14 | 14% | -23% | 0.1% | i | -44%
O=C1/C(=C\c2ccc3ccccc3c2)CCCc2ccccc21 | 18% | -3% | 0% | 6 | 5.8µM* | 16% | 3.1% | i | -17%
COc1ccc(CCC(=O)NNC(=O)Nc2ccc(C(C)C)cc2)cc1 | 7% | 7% | -1% | 7 | 2% | 8% | -0.7% | i | -11%
Cc1ccc(-n2c(=O)[nH]c3c(oc4ccccc43)c2=O)cc1 | . | 6% | -8% | ? | 3% | 12% | 0.4% | i | -9%
Cc1cc2oc(=O)cc(-c3ccccc3)c2c(C)c1-c1ccc(F)c(Cl)c1 | 1% | 15% | ? | 0 | -53%[inhibitor] | -13% | 0.4% | i | -24%
COC(=O)CCS(=O)(=O)c1ccc(NC(C)=O)cc1 | 8% | -1% | 8% | 21 | ? | 2% | -0.2% | i | -14%
COc1ccc(NC(=O)CC(NCCc2ccccc2)C(=O)O)c(OC)c1 (stereo not given) | 3% | -7% | 6% | 21 | -1% | 0% | -0.3% | i | 1%
O=C(NC1CCCC1)c1cc(-c2ccc(F)cc2)on1 | -6% | 2% | 28% | 1 | 6% | ? | 8.7% | i | -4%
NCCNc1ccc(C(=O)N2c3ccccc3Sc3ccccc32)cc1[N+](=O)[O-] | ? | -5% | 0% | -92* | ? | -27% | 7.5% | . | -64%
Nc1cc(S(=O)(=O)Nc2cc(Cl)ccc2Cl)ccc1N1CCCC1 | -12% | -16% | -28% | 37 | ? | -12% | -0.3% | i | -6%
COc1ccc(/C=C/C(=O)OCC(=O)Nc2cccc(Oc3ccccc3)c2)c(OC)c1 | 4% | -1% | -17% | -2 | -6% | -10% | 3.9% | i | -1%
O=C(CSc1nnc(COc2ccccc2)o1)N1CCOCC1 | . | ? | 10% | 0 | -4% | 16% | -1.0% | i | -2%
O=C(O)CCN1C(=O)/C(=C2\C(=O)N(Cc3ccc(F)cc3)c3ccccc32)SC1=S | 34% | -22% | 0% | 9 | -7% | -12% | 2.5% | i | 6%
CCC(=O)N1CCc2cc(-c3csc(NC(=O)c4ccco4)n3)ccc21 | 15% | -8% | -2% | 10 | ? | 12% | 3.2% | i | -8%
CCCc1[nH]nc2c1C(c1ccc(OC)c(Cn3nc(C)c(Br)c3C)c1)C(C#N)=C(N)O2 (stereo not given) | -8% | 2% | 7% | -67* | ? | 2% | 3.8% | i | -3%
CC(=O)N1CCN(S(=O)(=O)c2cccc(C(=O)OCC(=O)NCc3ccccc3Cl)c2)CC1 | . | . | -2% | 3 | . | . | -0.6% | i | -8%
O=C(/C=C/c1ccc2c(c1)OCO2)Nc1cccnc1 | . | 17% | -31% | -27 | ? | ? | 5.8% | i | -65%
Cc1cnc(C(=O)N2CCN(S(=O)(=O)c3cc(C(F)(F)F)cc(C(F)(F)F)c3)CC2)cn1 | . | 1% | ? | 11 | -2% | 7% | -1.1% | i | -14%
N#CC1=C(N)NC(SCC(=O)c2ccccc2)=C(C#N)C12CCCC2 | 13% | -6% | -8% | -13 | ? | 3% | 7.6% | i | -8%
CN1c2ccc(Cl)cc2-c2nc(SCC(=O)NCc3ccccc3)ncc2S1(=O)=O | 7% | -6% | -8% | . | . | ? | -0.5% | i | -15%
COc1ccc2cc(CO)c3cc(OC)c(OC)cc3c2c1 | 0% | 3% | 7% | ? | 12% | -3% | -1.2% | ? | -13%
COc1ccc2[nH]c(=O)c(C(c3nnnn3C3CCCCC3)N3CCN(C)CC3)cc2c1 (stereo not given) | 1% | 3% | -16% | 12 | -1% | 8% | -0.4% | i | 3%

Records listed above that bear a hit mark in IL-1B inflam inh:
SMILES	TGFb inhibitor	IL-1B inflam inh	Nrf2 activator
NCCNc1ccc(C(=O)N2c3ccccc3Sc3ccccc32)cc1[N+](=O)[O-]	0%	-92*	7.5%
CCCc1[nH]nc2c1C(c1ccc(OC)c(Cn3nc(C)c(Br)c3C)c1)C(C#N)=C(N)O2 (stereo not given)	7%	-67*	3.8%

More records follow.
Compound | ATXN2 expr inh | A549 viability | TGFb inhibitor | IL-1B inflam inh | MCF10A rereplic | Nrf2 block | Nrf2 activator | ATXN viability | HepG2 viability
O=C(COC(=O)c1cccc(Br)c1)NCCc1ccccc1 | -5% | 0% | 3% | 5 | -4% | -1% | 0.1% | i | -2%
CCOC(=O)c1scc(-c2ccc(C)cc2)c1S(=O)(=O)N1CCN(c2ccccc2F)CC1 | -24% | ? | -10% | . | . | -11% | -0.9% | i | -1%
O=C(N/N=C/c1ccc(C(=O)O)cc1)C(=O)N1CCCCCC1 | 8% | 4% | 10% | -4 | -4% | 4% | 0.2% | i | 7%
O=C(OCC(=O)N(c1ccccc1)C1CCCCC1)c1ccc(CO)cc1 | . | 0% | -7% | 5 | 11% | 9% | 0.0% | . | -13%
Cn1c2ccccc2c(=O)c2cc(NCCCN3CCOCC3)ccc21 | 0% | 11% | ? | ? | ? | ? | 13% | . | -5%
C=CCNc1nc(-c2c(C)nc3ncccn23)cs1 | 11% | -3% | 9% | -4 | -3% | -26% | 5.1% | i | -15%
CNS(=O)(=O)c1ccc(C)cc1 | ? | -14% | 1% | 0 | -1% | -12% | -0.2% | i | -2%
CCn1cc2nc(SCc3ccc(C)cc3)n(CCc3ccccc3)c(=O)c2n1 | ? | ? | -4% | . | . | 21µM* | -0.5% | i | 2%
CCN(CC)S(=O)(=O)c1ccc(N2CCOCC2)c(NC(=O)c2sccc2C)c1 | -1% | 1% | ? | ? | ? | 7% | -0.9% | i | -8%
CC1=C(C(=O)OCc2ccccc2)C(c2ccc(C(C)(C)C)cc2)NC(=O)N1CCCCCC(=O)O (stereo not given) | 2% | -6% | 0% | 22 | ? | -24% | -0.2% | i | -11%
O=C(Nc1ccc(N2CCCC2)cc1)c1cccc(Cl)c1 | 3% | -1% | -6% | -19 | 16% | ? | 1.6% | i | -14%
COCCC(=O)N1CCC(Oc2ccc(C(=O)NC3CCOC(C)(C)C3)cc2)CC1 (stereo not given) | -2% | 3% | 1% | 13 | -8% | 13% | 0.0% | i | 13%
COc1ccc([N+](=O)[O-])cc1NC1CCCCC1 | -4% | -3% | -6% | 0 | 4% | -24% | -0.6% | i | -37%
COc1cccc(C=Nc2cc(C(C)C)c(O)cc2C)c1O | -27% | -3% | -28% | ? | ? | -19% | ? | i | -8%
OCC[C@H]1C[C@@H](O)[C@H](O)[C@]2(CCc3ccccc3O2)O1 | 4% | -2% | 7% | 28 | 13% | 15% | 0.4% | i | -1%
Cc1ccccc1C(=O)c1cccn1CC(=O)NCC1CCCO1 (stereo not given) | -4% | -12% | -6% | -4 | -7% | ? | -0.4% | i | 1%
Cc1ccc(-n2c(CSc3nc(C)cc(C)n3)n[nH]c2=S)cc1 | 0% | 2% | -7% | 26 | 1% | 13% | 0.2% | ? | 0%
Cc1ccccc1CSc1nc2c(sc3ccccc32)c(=O)n1CCCOC(C)C | 16% | 5% | -17% | . | . | . | -0.1% | i | -5%
CCCCCc1cc(=O)oc2c(C(CCN3CCCC(C)C3)c3cc(OC)c(OC)c(OC)c3)c(OC)cc(OC)c12 (stereo not given) | ? | ? | ? | -60* | 19% | 5% | -1.4% | 32µM* | 16µM*
CCOc1ccc(C(NC(=O)CC)c2c(O)ccc3ccccc23)cc1 (stereo not given) | . | -13% | ? | 5 | ? | -16% | 0.2% | i | -3%
Cc1ccc(C(=O)Nc2ccc(Br)cc2)cc1S(=O)(=O)Nc1ccccn1 | -20% | -14% | -18% | 13 | -2% | -11% | 2.9% | i | -17%
NS(=O)(=O)c1ccc(CCNC(=O)C2Cc3ccccc3CN2C(=O)c2ccco2)cc1 (stereo not given) | -17% | -2% | 2% | 3 | 3% | ? | 0.4% | i | -1%
Cc1onc(-c2ccccc2Cl)c1C(=O)N1CCCC1 | -3% | 0% | -18% | -7 | -1% | 11% | -0.1% | i | -6%
O=C(c1ccc(S(=O)(=O)N2CCCC2)cc1)N1CCN(c2ccccc2F)CC1 | -13% | 3% | -7% | 0 | 0% | 3% | -0.6% | i | 5%
CCC(=O)c1ccc(OCC(=O)OC(C)C(=O)Nc2c(C)n(C)n(-c3ccccc3)c2=O)cc1 (stereo not given) | 3% | 11% | 13% | -6 | -37% | 3% | -0.4% | i | 0%
O=C(Nc1ccncc1)c1cccc(F)c1 | 2% | 6% | -3% | 1 | -4% | 9% | -0.4% | i | -6%
O=C(Nc1ccc(N2CCOCC2)cc1)C1CC(=O)N(c2ccc(F)cc2)C1 (stereo not given) | 1% | -4% | -5% | 2 | -1% | -2% | -1.3% | i | 3%

Two entries from above, with each value named.
Molecule: CCCCCc1cc(=O)oc2c(C(CCN3CCCC(C)C3)c3cc(OC)c(OC)c(OC)c3)c(OC)cc(OC)c12 (stereo not given)
  ATXN2 expr inh = ?	A549 viability = ?	TGFb inhibitor = ?	IL-1B inflam inh = -60*	MCF10A rereplic = 19%	Nrf2 block = 5%	Nrf2 activator = -1.4%	ATXN viability = 32µM*	HepG2 viability = 16µM*

Molecule: CCOc1ccc(C(NC(=O)CC)c2c(O)ccc3ccccc23)cc1 (stereo not given)
  ATXN2 expr inh = .	A549 viability = -13%	TGFb inhibitor = ?	IL-1B inflam inh = 5	MCF10A rereplic = ?	Nrf2 block = -16%	Nrf2 activator = 0.2%	ATXN viability = i	HepG2 viability = -3%
